Screening results: PubChem BioAssay, Broad Institute
BioA inh = M. tuberculosis BioA enzyme inhibitors, primary screen, biochemical, plate reader, single point, HTS; 7,8-diaminopelargonic acid synthase BioA (Mycobacterium tuberculosis); purified M. tuberculosis BioA enzyme; inhibition, % at 9.99 µM; 360,000 tested, 0.096% active; in the data active = inhibition above about 40%
An asterisk follows results filed as active.

SMILES | BioA inh
C[C@@H]1CN([C@@H](C)CO)C(=O)Cc2cc(NC(=O)CCC(F)(F)F)ccc2O[C@H]1CN(C)S(=O)(=O)c1ccc(F)cc1 | 0.6
CNC(=O)C[C@@H]1CC[C@H]2[C@H](COc3ccc(NC(=O)Nc4ccc(F)c(F)c4)cc3C(=O)N2C)O1 | 16
O=C(Cc1ccccn1)NCC[C@@H]1CC[C@H](NC(=O)Nc2ccc(F)cc2)[C@H](CO)O1 | 2.5
Cc1ccc(S(=O)(=O)Nc2ccc3c(c2)C(=O)N([C@H](C)CO)C[C@@H](C)[C@H](CN(C)C(=O)NC(C)C)OCCCC[C@@H](C)O3)cc1 | 2.1
C[C@@H]1CCCCO[C@@H](CN(C)Cc2ccc3c(c2)OCO3)[C@@H](C)CN([C@H](C)CO)C(=O)c2cc(NC(=O)CCCN(C)C)ccc2O1 | 1.0
CC(=O)N[C@H]1CC[C@@H](CCNC(=O)C2CCCC2)O[C@H]1CO | 0.0
C[C@@H]1CN([C@H](C)CO)S(=O)(=O)c2ccc(C#Cc3cccnc3)cc2O[C@H]1CN(C)C(=O)Nc1ccc2c(c1)OCO2 | 8.5
Cc1noc(C)c1NC(=O)Nc1ccc2c(c1)C(=O)N([C@@H](C)CO)C[C@@H](C)[C@H](CN(C)S(=O)(=O)c1cn(C)cn1)OCCCC[C@H](C)O2 | 1.3
CC(C)NC(=O)Nc1ccc2c(c1)C(=O)N([C@@H](C)CO)C[C@@H](C)[C@H](CN(C)Cc1ccc(C(=O)O)cc1)OCCCC[C@@H](C)O2 | 0.7
CCCN(C)C[C@@H]1Oc2cc(C#Cc3cccnc3)ccc2S(=O)(=O)N([C@@H](C)CO)C[C@@H]1C | 29
CNC(=O)C[C@@H]1CC[C@@H]2[C@H](COc3ccc(NS(=O)(=O)c4ccccc4C)cc3C(=O)N2C)O1 | -0.8
C[C@H]1CN([C@@H](C)CO)C(=O)CCCn2nncc2CO[C@H]1CN(C)Cc1ccc2c(c1)OCO2 | 0.9
COCC(=O)Nc1ccc2c(c1)OC[C@@H](C)N(C(=O)COC)C[C@H](C)[C@@H](OC)CN(C)C2=O | 0.2
C[C@H]1CN([C@@H](C)CO)C(=O)c2cc(NC(=O)Cc3ccccc3)ccc2O[C@H]1CN(C)C(=O)Nc1ccc(C(F)(F)F)cc1 | 0.2
COC(=O)C[C@@H]1CC[C@@H]2[C@@H](COc3ccc(NC(=O)C4CCOCC4)cc3C(=O)N2C)O1 | 1.6
COc1ccc([Si](C)(C)[C@H]2[C@H](CCO)O[C@@]3(C(=O)N(Cc4ccccc4)c4ccc(NC(C)=O)cc43)[C@@H]2C)cc1 | -1.1
Cc1noc(C)c1NC(=O)N[C@@H]1CC[C@@H](CCNC(=O)C2CCCC2)O[C@H]1CO | -1.3
CCC(=O)N(C)C[C@H]1Oc2ncc(-c3cccc(OC)c3)cc2C(=O)N([C@H](C)CO)C[C@H]1C | 1.2
CC(C)C#Cc1cnc2c(c1)C(=O)N([C@@H](C)CO)C[C@@H](C)[C@@H](CN(C)C(=O)Nc1cccc(F)c1)O2 | -1.4
C[C@@H]1CN([C@H](C)CO)C(=O)Cc2cc(NC(=O)Nc3ccc(F)cc3)ccc2O[C@@H]1CN(C)C(=O)NC1CCCCC1 | 1.0
C/C=C/c1ccc([C@@H]2[C@H](CO)N(Cc3ccccn3)[C@H]2CNC(=O)CC)cc1 | 1.5
O=C(C[C@H]1C=C[C@H](NC(=O)Nc2ccccc2)[C@H](CO)O1)NCc1ccccn1 | 0.4
CCCNC(=O)N1C[C@H]2[C@@H](c3ccccc31)[C@H](CO)N2C(=O)CN1CCOCC1 | -2.1
COc1ccccc1C(=O)Nc1ccc2c(c1)OC[C@@H](C)N(C(C)=O)C[C@H](C)[C@@H](OC)CN(C)C2=O | -2.6
O=C(Cc1ccccn1)NCC[C@@H]1CC[C@H](NC(=O)CN2CCOCC2)[C@H](CO)O1 | 1.4
Cc1ccccc1-c1ccc([C@@H]2[C@H]3CN(C(=O)Nc4cccc(F)c4)CCCCN3[C@H]2CO)cc1 | 0.8
C[C@@H]1CN([C@@H](C)CO)C(=O)c2cc(/C=C/c3ccccc3)cnc2O[C@H]1CN(C)C(=O)CN1CCOCC1 | -2.6
Cc1ccc(S(=O)(=O)Nc2ccc3c(c2)C(=O)N([C@@H](C)CO)C[C@H](C)[C@@H](CN(C)S(=O)(=O)c2cccs2)OCCCC[C@@H](C)O3)cc1 | -0.5
C[C@@H]1CN([C@H](C)CO)C(=O)c2cc(NC(=O)C3CCCCC3)ccc2O[C@H]1CN(C)C(=O)Nc1ccc(C(F)(F)F)cc1 | 0.4
O=C(C[C@@H]1CC[C@H]2[C@@H](COC[C@H](O)CN2S(=O)(=O)c2ccccc2)O1)NCC1CCCCC1 | 1.7
CNC(=O)C[C@H]1CC[C@@H]2[C@H](COC[C@@H](O)CN2C(=O)c2ccc3c(c2)OCO3)O1 | 0.4
C[C@@H]1CN([C@H](C)CO)C(=O)c2cc(NC(=O)Nc3ccccc3)ccc2O[C@@H](C)CCCCO[C@H]1CN(C)Cc1ccccc1 | 2.2
CC(C)NC(=O)N(C)C[C@H]1Oc2cc(-c3ccccc3)ccc2S(=O)(=O)N([C@H](C)CO)C[C@H]1C | 0.4
CC=Cc1ccc2n(c1=O)C[C@H]1[C@H](CO)[C@@H](C(=O)OC)N(C(C)=O)[C@@H]21 (mixture of isomers) | -1.1
O=C(C[C@H]1C[C@H]2c3cc(NC(=O)Nc4ccc(C(F)(F)F)cc4)ccc3O[C@H]2[C@H](CO)O1)NCC1CC1 | -1.4
C[C@H]1CN([C@@H](C)CO)C(=O)c2cc(C#CCN(C)C)cnc2O[C@H]1CN(C)C | -2.0
COCC#Cc1ccc([C@@H]2[C@@H](CO)N3CCCCN(S(=O)(=O)c4ccccc4C)C[C@H]23)cc1 | -0.7
Cc1cccc(S(=O)(=O)N(C)C[C@H]2OCc3ccccc3-c3c(n(C)c4ccccc34)C(=O)N([C@H](C)CO)C[C@H]2C)c1 | 0.4
CNC[C@@H]1Oc2ccc(N(C)C)cc2C(=O)N([C@@H](C)CO)C[C@@H]1C | -0.9
C[C@@H]1CN([C@H](C)CO)S(=O)(=O)c2ccc(C3=CCCC3)cc2O[C@H]1CN(C)Cc1ccccc1 | 0.2
CS(=O)(=O)N1[C@H](CO)[C@@H](c2ccc(C#CC3CCCC3)cc2)[C@@H]1C#N | -2.1
CCCN1C[C@H](C)[C@@H](OC)CN(C)C(=O)c2ccc(NC(=O)Nc3ccccc3F)cc2OC[C@H]1C | 8.1
CC(C)CC#Cc1ccc2c(c1)O[C@H](CN(C)C(=O)c1ccccc1)[C@@H](C)CN([C@@H](C)CO)S2(=O)=O | 0.6
COC(=O)[C@H](Cc1ccccc1)N1CC2=C[C@H](C3CC3)n3c(=O)n(C)c(=O)n3[C@@H]2[C@H]1[C@H](O)Cc1ccccc1 | 0.4
O=C(NCC[C@H]1CC[C@@H](NC(=O)C2CC2)[C@@H](CO)O1)c1cnccn1 | -1.5
C[C@@H]1CN([C@H](C)CO)C(=O)Cc2cc(NS(=O)(=O)c3cccs3)ccc2O[C@H]1CN(C)Cc1ccc(C(=O)O)cc1 | -0.8
COc1ccc(S(=O)(=O)N(C)C[C@@H]2Oc3ncc(C#Cc4cccc(F)c4)cc3C(=O)N([C@H](C)CO)C[C@@H]2C)cc1 | -2.5
C[C@H]1CN([C@@H](C)CO)C(=O)c2cc(C3=CCCC3)cnc2O[C@H]1CN(C)S(=O)(=O)c1cn(C)cn1 | -2.6
COc1ccc(NC(=O)N[C@H]2CC[C@H](CC(=O)NC3CCCCC3)O[C@@H]2CO)cc1 | -1.4
C[C@@H]1CN([C@H](C)CO)C(=O)c2cc(C3=CCCCC3)cnc2O[C@@H]1CN(C)Cc1ccc(C(=O)O)cc1 | -2.9

Next section, starting with the last 4 of the part before.
SMILES | BioA inh
COc1ccc(S(=O)(=O)N(C)C[C@@H]2Oc3ncc(C#Cc4cccc(F)c4)cc3C(=O)N([C@H](C)CO)C[C@@H]2C)cc1 | -2.5
C[C@H]1CN([C@@H](C)CO)C(=O)c2cc(C3=CCCC3)cnc2O[C@H]1CN(C)S(=O)(=O)c1cn(C)cn1 | -2.6
COc1ccc(NC(=O)N[C@H]2CC[C@H](CC(=O)NC3CCCCC3)O[C@@H]2CO)cc1 | -1.4
C[C@@H]1CN([C@H](C)CO)C(=O)c2cc(C3=CCCCC3)cnc2O[C@@H]1CN(C)Cc1ccc(C(=O)O)cc1 | -2.9
COc1ccc(-c2cnc3c(c2)C(=O)N([C@H](C)CO)C[C@@H](C)[C@H](CN(C)C(=O)Cc2cccnc2)O3)cc1 | 1.7
CC(C)C#Cc1ccc2c(c1)O[C@H](CN(C)C)[C@H](C)CN([C@@H](C)CO)S2(=O)=O | 0.4
CO[C@H]1CN(C)C(=O)c2cc(NC(=O)c3nc4ccccc4s3)ccc2OC[C@H](C)N(Cc2cccnc2)C[C@H]1C | 4.7
CN(C)CC(=O)Nc1ccc2c(c1)[C@H]1C[C@@H](CC(=O)NC3CCCC3)O[C@@H](CO)[C@H]1O2 | -2.4
C[C@@H]1CN([C@@H](C)CO)S(=O)(=O)c2ccc(-c3ccc(C#N)cc3)cc2O[C@H]1CN(C)C(=O)Nc1cc(F)ccc1F | 5.4
C[C@H](CO)N1C[C@H](C)[C@@H](CN(C)C(=O)c2ccccc2F)Oc2ncc(-c3ccncc3)cc2C1=O | -0.1
CN(C)C(=O)C[C@@H]1CC[C@@H]2[C@H](COC[C@@H](O)CN2C(=O)C2CC2)O1 | -1.7
CN1[C@@H]2c3ccc(-c4ccccc4)c(=O)n3C[C@H]1[C@H](CO)[C@H]2C(=O)N1CCC(Cc2ccccc2)CC1 | -1.2
COc1ccc(NC(=O)Nc2ccc3c(c2)[C@H]2C[C@@H](CC(=O)N4CCOCC4)O[C@H](CO)[C@H]2O3)cc1 | 1.8
Cc1ccc(S(=O)(=O)N[C@H]2C=C[C@@H](CC(=O)NCCN3CCCCC3)O[C@@H]2CO)cc1 | -0.4
CCCNC(=O)N(C)C[C@@H]1Oc2ncc(C#CC3CCCCC3)cc2C(=O)N([C@H](C)CO)C[C@@H]1C | 13
C[C@@H]1CCCCO[C@H](CN(C)C(=O)NC2CCCCC2)[C@@H](C)CN([C@H](C)CO)C(=O)c2cc(NC(=O)CCCCCC(=O)Nc3ccccc3N)ccc2O1 | 2.3
C[C@H](CO)N1C[C@H](C)[C@H](CN(C)Cc2cccc(C(=O)O)c2)Oc2ncc(C#CCc3ccccc3)cc2C1=O | 0.7
CN1C(=O)c2cc(NC(=O)C3CC3)ccc2OC[C@H]2O[C@H](CC(=O)NCc3ccccc3F)CC[C@@H]21 | -2.3
COc1ccc(NC(=O)Nc2ccc3c(c2)C(=O)N([C@H](C)CO)C[C@@H](C)[C@@H](CN(C)Cc2ccc(C(F)(F)F)cc2)O3)cc1 | 0.3
COc1ccccc1NC(=O)N[C@@H]1CC[C@@H](CC(=O)N[C@H](C)c2ccccc2)O[C@@H]1CO | -3.0
CC(C)NC(=O)N(C)C[C@@H]1Oc2ccc(NC(=O)Cc3ccccc3)cc2CC(=O)N([C@@H](C)CO)C[C@@H]1C | -1.7
COc1ccc(S(=O)(=O)Nc2ccc3c(c2)C(=O)N([C@H](C)CO)C[C@H](C)[C@@H](CN(C)S(=O)(=O)c2ccc(Cl)cc2)OCCCC[C@H](C)O3)cc1 | -1.9
O=C(C[C@@H]1CC[C@@H](NC(=O)CC2CC2)[C@H](CO)O1)NCc1ccc(Cl)cc1 | -5.8
CNC[C@@H]1Oc2ccc(NS(=O)(=O)c3ccccc3)cc2CC(=O)N([C@@H](C)CO)C[C@@H]1C | 0.8
COCC(=O)Nc1ccc2c(c1)[C@H]1C[C@H](CC(=O)NCCc3ccccc3)O[C@H](CO)[C@H]1O2 | -0.2
Cc1noc(C)c1NC(=O)Nc1ccc2c(c1)C(=O)N([C@@H](C)CO)C[C@H](C)[C@H](CN(C)C)OCCCC[C@H](C)O2 | 0.4
COc1cccc(C(=O)Nc2ccc3c(c2)OC[C@H](C)N(C)C[C@@H](C)[C@H](OC)CN(C)C3=O)c1 | -0.3
C[C@@H]1CCCCO[C@H](CN(C)CC2CCCCC2)[C@H](C)CN([C@@H](C)CO)C(=O)c2cc(NS(=O)(=O)c3cn(C)cn3)ccc2O1 | 0.2
COc1ccccc1C(=O)N1C[C@H]2[C@@H](c3ccccc31)[C@@H](CO)N2C(=O)Cc1ccccc1 | -1.2
C[C@@H]1CCCCO[C@@H](CN(C)Cc2ccc3c(c2)OCO3)[C@H](C)CN([C@@H](C)CO)C(=O)c2cc(NC(=O)CCC(F)(F)F)ccc2O1 | -0.4
C/C=C/c1ccc([C@@H]2[C@H]3CN(C(=O)Nc4ccccc4F)CCCCN3[C@H]2CO)cc1 | -2.1
CCCC(=O)Nc1ccc2c(c1)OC[C@@H](C)N(C(=O)c1ccncc1)C[C@@H](C)[C@@H](OC)CN(C)C2=O | 0.0
O=C(C1CC1)N1C[C@@H]2[C@H](c3ccccc31)[C@H](CO)N2S(=O)(=O)c1ccccc1 | -1.7
O=C(Nc1ccc(Cl)cc1)N[C@H]1CC[C@H](CCNS(=O)(=O)c2ccccc2F)O[C@@H]1CO | 3.2

A draw from above in order of molar mass, falling:
SMILES | BioA inh
C[C@@H]1CCCCO[C@H](CN(C)CC2CCCCC2)[C@H](C)CN([C@@H](C)CO)C(=O)c2cc(NS(=O)(=O)c3cn(C)cn3)ccc2O1 | 0.2
CCCC(=O)Nc1ccc2c(c1)OC[C@@H](C)N(C(=O)c1ccncc1)C[C@@H](C)[C@@H](OC)CN(C)C2=O | 0.0
COc1cccc(C(=O)Nc2ccc3c(c2)OC[C@H](C)N(C)C[C@@H](C)[C@H](OC)CN(C)C3=O)c1 | -0.3
COc1ccccc1C(=O)N1C[C@H]2[C@@H](c3ccccc31)[C@@H](CO)N2C(=O)Cc1ccccc1 | -1.2
O=C(C1CC1)N1C[C@@H]2[C@H](c3ccccc31)[C@H](CO)N2S(=O)(=O)c1ccccc1 | -1.7

The list is partial (hit frequency here may not be typical).
